Screening data (PubChem)
HT1080 cytotoxicity – cytotoxicity in HT1080 fibrosarcoma cells, cell-based, fluorescence readout (AID 620); cytotoxicity, % at 10 µM, or EC50 in µM where a hit was titrated; hit rate 0.42% among 87,000; HT1080 viability, fluorescence; higher % means a stronger effect;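 note: cells exposed to compound overnight then 4 h with Alamar Blue; 0% = vehicle DMSO and 100% = killing control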
HPDE-C7 cytotoxicity – cytotoxicity in HPDE-C7 cells, cell-based, fluorescence, HTS (AID 430); cytotoxicity, % at 10 µM; hits with a dose series show EC50 in µM; HPDE-C7 pancreatic duct cells viability, fluorescence; higher % means a stronger effect; hit rate 1.8% among 63,000;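 note: cells exposed to compound for 48 hours before viability readout; 0% = vehicle and 100% = reference cytotoxic drug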
TNAP inhibition – human TNAP enzyme inhibitors, biochemical, luminescent (AID 518); Alkaline phosphatase, tissue-nonspecific isozyme (Homo sapiens); purified TNAP enzyme, luminescent substrate readout; higher % means a stronger effect; inhibition, % at 20 µM; hits with a dose series show IC50 in µM; hit rate 0.09% among 64,000; in the data active = a potency from the dose series; inactive = the rest, 99 in 100 with inhibition below about 22%;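 note: plate controls were vehicle for no effect and reference inhibitor for full effect; many of its hits are not listed in these tables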
Spn DPM-DC inh – S. pneumoniae DPM-DC inhibitors, primary screen, biochemical, PK/LDH-coupled NADH fluorescence | diphosphomevalonate decarboxylase (Streptococcus pneumoniae D39) | purified DPM-DC | calls only at 10 µM | hit rate 0.49% among 65,000 | AID 556, 2006;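 active = the 320 compounds with the highest percent inhibition in the single-dose primary screen, excluding strongly autofluorescent ones, cut at about 32% in these data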;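 note: kinetic rate of NADH fluorescence loss reporting ADP formed by the decarboxylase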
Bfl-1 displacement – Bfl-1 inhibitors, primary screen, biochemical, fluorescence polarization, FITC-Bid, mouse (AID 432) | FITC-Bid BH3 peptide fluorescence polarization displacement; higher % means a stronger effect | one-dose displacement, % at 20 µM; IC50 in µM for titrated hits | hit rate 0.02% among 64,000; in the data active = a potency from the dose series; inactive = the rest, 99 in 100 with displacement below about 15%; note: strong numbers were not always called active
HPDE-C7K KRASV12 – cytotoxicity in KRAS-transformed pancreatic duct cells, primary screen, cell-based, fluorescence, HTS (AID 431). HPDE-C7K KRASV12 cells, Alamar Blue viability, 48 h; higher % means a stronger effect. cytotoxicity, % at 10 µM; hits with a dose series show EC50 in µM. hit rate 1.7% among 63,000;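 active = compounds whose percent cytotoxicity in the single-dose primary screen, scaled between solvent and toxic-drug controls, exceeds 50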;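 note: 0% = DMSO solvent wells and 100% = doxorubicin-treated wells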
PMK inhibit – S. pneumoniae PMK inhibitors, primary screen, biochemical, mevalonate pathway, pilot trial included; phosphomevalonate kinase (Streptococcus pneumoniae D39); purified PMK, PK/LDH-coupled NADH absorbance 340 nm; inhibition, % at 10 µM; hit rate 0.49% among 65,000; AID 539, 2006;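 active = top-ranked compounds by inhibition in the single 10 µM screen, taking a fixed number of the strongest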;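 note: 0% = full reaction with DMSO carrier and 100% = background rate without enzyme reaction; no value below 0 was filed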
LYP phosphatase – LYP phosphatase inhibitors, primary screen, biochemical, DiFMUP fluorescence, recombinant catalytic domain, 10 µM (AID 606); inhibition, % at 10 µM, or IC50 in µM where a hit was titrated; recombinant LYP catalytic domain, DiFMUP fluorescence; higher % means a stronger effect; 52,000 tested, under 10 active; Tyrosine-protein phosphatase non-receptor type 22 (Homo sapiens);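 active = IC50 under 40 µM in the dose-response test; inactive = IC50 of 40 µM or more, or never dose-tested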
Spn MK inh – S. pneumoniae MK inhibitors, primary screen, biochemical, PK/LDH-coupled NADH absorbance | purified MK, PK/LDH-coupled NADH absorbance 340 nm | AID 555, 2006 | mevalonate kinase [Streptococcus pneumoniae D39] | inhibition, % at 10 µM | hit rate 0.48% among 65,000;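 active = ranked among the strongest by inhibition in the single 10 µM screen, a fixed top-ranked set picked for dose follow-up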; note: no value below 0 was filed
PMK inhibit pilot replicates – also measured in PMK inhibit; calls as there; inhibition, %; measured here: pilot screen replicates
Spn MK inh pilot replicates – second read-out of Spn MK inh, no call of its own (marks repeat the call); inhibition, %; measured here: pilot screen replicates
Spn DPM-DC inh pilot screen % – recorded beside Spn DPM-DC inh, whose call it bears; inhibition, %; measured here: pilot screen trials
Starred values were filed as active, the others as inactive; i = inactive; · = no result given; + = active, no number. Cut-off read from the data, not from the text of the source, unless noted: active = cytotoxicity above about 50%; inactive = the rest.

SMILES | HT1080 cytotoxicity | HPDE-C7 cytotoxicity | TNAP inhibition | Spn DPM-DC inh | Bfl-1 displacement | HPDE-C7K KRASV12 | PMK inhibit | LYP phosphatase | Spn MK inh | others
COc1ccc(N2CC(=O)N(c3ccc(OC)c(OC)c3)CC2=O)cc1OC | 2.5% | -6.2% | 6.5% | i | -12.8% | -2.5% | 6.0 | 1.0% | 2.0
O=C(Nc1cccc2c1CCCC2)c1ccc(Br)o1 | -7.8% | -0.1% | 13.8% | i | -1.5% | -10.0% | 9.0 | 3.2% | 6.0
COc1ccc(CCNC(=O)CSc2nncn2N)cc1OC | 21.5% | -2.9% | 2.6% | i | -8.2% | -6.1% | 12.0 | 12.8% | 4.0 | PMK inhibit pilot replicates=3.5;Spn MK inh pilot replicates=0.0;Spn DPM-DC inh pilot screen %=0.5
Cc1ccc(C(=O)C(NC(=O)c2ccco2)N2CCOCC2)cc1 (stereo unspecified) | 1.6% | 4.2% | 14.4% | i | 1.3% | 4.1% | 0.0 | -3.3% | 6.0
COCCn1nnnc1CN1CCC(NC(=O)Nc2cccc(OC)c2)CC1 | -2.5% | -4.0% | 5.6% | i | -4.7% | 3.9% | 14.0 | -16.3% | 5.0
Cc1nc2ncnn2c(C)c1CCC(=O)N1CCc2ccccc2C1 | -0.8% | -2.2% | 6.0% | i | 6.4% | 10.5% | 12.0 | 3.7% | 6.0
COC(=O)C1=C(C)NC(C)=C(C(=O)OC)C1c1ccc(OC(=O)c2ccco2)cc1 | 5.8% | -0.4% | 9.5% | i | -3.3% | 11.0% | 1.0 | 12.9% | 6.0
Cc1cc(CC(C)C)n(-c2nc3ccccc3c(=O)n2OCC(=O)N(C)C)n1 | 0.9% | -2.9% | 1.5% | i | -8.2% | 5.0% | 15.0 | · | 7.0
CC(C)C(O)P(=O)(OCc1ccccc1)c1ccc(N(C)C)cc1 (stereo unspecified) | -1.1% | -14.8% | 7.0% | i | -4.9% | 3.6% | 18.0 | 12.4% | 7.0
O=C(c1ccc(F)cc1)N1CCC(N2CCCCCC2)CC1 | 3.4% | · | 2.5% | + | 4.1% | · | 90.0 | 10.4% | 78.0*
CC(=O)c1c(N)c(C#N)c(C)n1-c1ccc(Br)cc1 | 10.9% | · | 11.4% | i | -3.0% | · | 14.0 | 3.9% | 8.0
O=c1oc2ccccc2cc1-c1cn2cccnc2n1 | -1.2% | -10.0% | 1.7% | · | 15.5% | -8.7% | 19.0 | · | 20.0
CCOC(=O)N1CCN(S(=O)(=O)c2cccc3nonc23)CC1 | 2.9% | 2.9% | 13.5% | i | -2.0% | 8.2% | 4.0 | 7.5% | 6.0
COCCOC(=O)C1=C(C)N=C2SCCC(=O)N2C1/C=C/c1ccccc1 (stereo unspecified) | 9.4% | -19.2% | -0.6% | i | -3.1% | -7.9% | 17.0 | 12.5% | 5.0
CCOC(=O)N1CCN(CC(O)c2ccc3cc[nH]c3c2)CC1 (stereo unspecified) | -2.7% | -13.0% | -1.9% | i | -6.1% | -23.2% | 0.0 | 5.4% | 5.0
CCCN1Cc2cccc(C(=O)Nc3ccc4c(c3)OCCO4)c2C1=O | -2.1% | -2.3% | 48.5% | i | 0.8% | -1.1% | 12.0 | 9.0% | 7.0
COC(=O)c1c(C(=O)OC)c2cc(C)ccn2c1Cl | 1.7% | -18.5% | 11.4% | · | -2.9% | 1.3% | 8.0 | 6.8% | 11.0
c1ccc(-c2oc3ncnc(N4CCOCC4)c3c2-c2ccccc2)cc1 | 3.8% | · | 7.4% | i | 1.4% | · | 6.0 | 4.0% | 6.0
CCOc1ccc(NC(=O)CCN2CCN(c3ccccc3OC)CC2)cc1 | 2.5% | -10.9% | -6.6% | i | -12.8% | -4.8% | 11.0 | 15.4% | 0.0
O=c1c2c(nc3n1CCCCC3)sc1c(O)cccc12 | -1.6% | 7.0% | 8.7% | i | -5.4% | -3.0% | 14.0 | -0.6% | 4.0
O=C(c1cc(-c2ccco2)on1)N1CCc2ccccc2C1 | -10.1% | 6.4% | 11.7% | i | 1.3% | 9.2% | 10.0 | -0.9% | 5.0
C=CCn1c2ccccc2c2nnc(SCN3C(=O)c4ccccc4C3=O)nc21 | · | 21.1% | 15.9% | i | 18.7% | 7.6% | 10.0 | 6.9% | 0.0
Cc1oc(C)c2c(=O)ccc3c(c12)OC(N)=C(C#N)C3c1ccccc1Cl (stereo unspecified) | 13.0% | -17.7% | 13.6% | i | -2.9% | -28.3% | 15.0 | 16.5% | 11.0
CCn1cc(C(=O)NCCCN2CC(C)CC(C)C2)c(=O)c2cc(S(=O)(=O)N(C)C)ccc21 (stereo unspecified) | -7.6% | -5.6% | 11.8% | i | 2.1% | -9.5% | 9.0 | 9.0% | 0.0
CCCCn1c(SCC(=O)N2CCN(c3ccccc3)CC2)nc2ccsc2c1=O | -9.9% | 1.6% | 6.5% | i | 1.4% | -3.2% | 6.0 | · | 0.0
CC(=O)c1cccc(NC(=O)NCc2cccs2)c1 | -5.1% | -11.9% | 10.8% | i | -2.0% | -8.3% | 1.0 | 16.1% | 7.0
O=C(C1CCCN(S(=O)(=O)c2ccc(F)cc2)C1)N(Cc1cccs1)C1CC1 (stereo unspecified) | -0.6% | -9.8% | 4.7% | i | 0.7% | -1.7% | 0.0 | 10.2% | 5.0
O=C(O)c1cc(S(=O)(=O)N2CCCCC2)ccc1F | 5.1% | -20.6% | 1.0% | i | -2.8% | -6.3% | 0.0 | 4.6% | 0.0
Cn1c(=O)c2c(nc(NC3CCCCC3)n2CC(O)COc2ccccc2)n(C)c1=O (stereo unspecified) | -2.1% | 0.5% | 5.5% | i | 0.1% | 4.7% | 16.0 | · | 31.0
N#Cc1nc(-c2cccs2)oc1N1CCOCC1 | 1.4% | 7.0% | 8.4% | · | -1.3% | 5.5% | 0.0 | 8.4% | 6.0
O=C(O)CNCC1COc2ccccc2O1 (stereo unspecified) | -7.4% | -23.4% | 9.2% | i | 2.5% | -7.1% | 14.0 | · | 2.0
O=C(CCNS(=O)(=O)c1cccs1)N1CCCCCC1 | 1.3% | -5.2% | 7.9% | i | -3.3% | -6.2% | 18.0 | 3.1% | 0.0
CC(=O)Nc1ccccc1C(=O)N1CC2(C)CC1CC(C)(C)C2 (stereo unspecified) | -3.3% | 1.7% | 0.7% | i | -2.6% | -0.5% | 0.0 | 0.1% | 0.0
CCOC(=O)Cn1c(=O)oc2cc(S(=O)(=O)NCCc3ccc(OCC)c(OCC)c3)ccc21 | -1.5% | -9.5% | 3.9% | i | -8.3% | 2.9% | 11.0 | 6.4% | 0.0
Cc1ccc(CCN2CC(C(=O)NCc3cccnc3)CC2=O)cc1 (stereo unspecified) | 3.1% | -6.8% | 11.2% | i | -1.2% | -2.4% | 16.0 | 4.9% | 10.0
CC(C(=O)N1c2ccc(F)cc2CCC1C)N1C(=O)c2ccccc2C1=O (stereo unspecified) | 1.2% | -19.0% | 18.2% | i | 1.9% | 9.3% | 11.0 | 10.5% | 7.0 | PMK inhibit pilot replicates=2.0;Spn MK inh pilot replicates=1.5;Spn DPM-DC inh pilot screen %=2.0
O=C(CNC(=O)c1ccco1)OCc1ccc(Cl)cc1 | -5.7% | -2.6% | 9.9% | i | 0.4% | -3.0% | 0.0 | 5.4% | 8.0
CC(NC(=O)CC1Nc2ccccc2NC1=O)c1ccccc1 (stereo unspecified) | -0.6% | 0.2% | 2.6% | i | -2.5% | -1.0% | 16.0 | 13.1% | 0.0
COCCn1c(CN2CCN(c3ccccc3F)CC2)nc2c1c(=O)n(C)c(=O)n2C | 4.1% | 9.4% | 8.8% | i | -0.5% | 3.0% | 13.0 | 13.9% | 6.0 | PMK inhibit pilot replicates=0.0;Spn MK inh pilot replicates=0.0;Spn DPM-DC inh pilot screen %=0.0
COc1cc(OC)cc(C(=O)N2CCN(C(=O)COc3ccc4ccccc4c3)CC2)c1 | 15.3% | 23.2% | 13.8% | i | -9.9% | 25.8% | 2.0 | · | 4.0
CCCCOC(=O)NCN1C(=O)C2C3C=CC(C3)C2C1=O (stereo unspecified) | -0.1% | -6.4% | 3.1% | i | -11.5% | -15.9% | 21.0 | · | 4.0
CN=C1SC(CC(=O)Nc2cccc(Cl)c2Cl)C(=O)N1C (stereo unspecified) | 5.0% | -17.3% | 5.2% | i | -14.4% | -19.7% | 16.0 | 15.2% | 2.0
COc1ccc2c(CC(=O)N3CCN(S(=O)(=O)c4cccs4)CC3)coc2c1 | -7.1% | -4.8% | 15.9% | i | -6.7% | -6.1% | 17.0 | -9.1% | 0.0
CC(C)(C)c1n[nH]c(=S)n(N)c1=O | 3.4% | -12.5% | 4.4% | i | -8.8% | -18.4% | 9.0 | · | 6.0
COc1ccc(NC(=O)CSc2nccn2-c2ccccc2)cc1 | · | -19.0% | 8.4% | i | 2.3% | -6.7% | 10.0 | · | 3.0
CCCOc1ccc(N2C(=O)CC(NCc3ccncc3)C2=O)cc1 (stereo unspecified) | 7.3% | -11.2% | 7.4% | i | 1.2% | 6.0% | 1.0 | 4.2% | 4.0
CCC(CC)c1nc2cc(OC)c(OC)cc2c(=O)o1 | 2.1% | -0.2% | 7.0% | i | -8.6% | -0.6% | 12.0 | -1.7% | 19.0

Compounds listed so far that contain an aryl thioether with sulfur outside any ring:
SMILES | HT1080 cytotoxicity | HPDE-C7 cytotoxicity | TNAP inhibition | Spn DPM-DC inh | Bfl-1 displacement | HPDE-C7K KRASV12 | PMK inhibit | LYP phosphatase | Spn MK inh | others
COc1ccc(CCNC(=O)CSc2nncn2N)cc1OC | 21.5% | -2.9% | 2.6% | i | -8.2% | -6.1% | 12.0 | 12.8% | 4.0 | PMK inhibit pilot replicates=3.5;Spn MK inh pilot replicates=0.0;Spn DPM-DC inh pilot screen %=0.5
C=CCn1c2ccccc2c2nnc(SCN3C(=O)c4ccccc4C3=O)nc21 | · | 21.1% | 15.9% | i | 18.7% | 7.6% | 10.0 | 6.9% | 0.0
CCCCn1c(SCC(=O)N2CCN(c3ccccc3)CC2)nc2ccsc2c1=O | -9.9% | 1.6% | 6.5% | i | 1.4% | -3.2% | 6.0 | · | 0.0
COc1ccc(NC(=O)CSc2nccn2-c2ccccc2)cc1 | · | -19.0% | 8.4% | i | 2.3% | -6.7% | 10.0 | · | 3.0
